# Bioassay records: PubChem BioAssay, National Center for Advancing Translational Sciences (NCATS)
# Pol eta inh: qHTS for Inhibitors of Polymerase Eta. DNA polymerase eta (Homo sapiens), Q9Y253. 390,000 tested, 1.2% active. recombinant Pol eta, fluorescent DNA replication assay. Potency, µM (highest dose often 114 µM), inactives show at the highest dose activity change, negative = inhibition, actives largely listed as inhibitors; also: potency is read from the fitted curve at half-maximal effect; % is scaled to controls: 0 for no effect and ±100 for the full control effect
#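 Pol eta at 10 nM preincubated with compounds 15 min at room temperature; reaction started with fluorescent substrate (50 nM final) and read kinetically at 0 and 10 min.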
# Apoferritin bind: qHTS Assay for Identification of Novel General Anesthetics; Potency, µM (series often up to 77.5 µM), without a hit: at the highest dose activity change, negative = displacement, most hits filed as inhibitors; apoferritin/1-aminoanthracene competitive binding, fluorescence; 350,000 tested, 0.074% active; AID 485281, 2010; Ferritin light chain (Equus caballus), P02791; also: potency is read from the fitted curve at half-maximal effect; % is scaled to controls: 0 for no effect and ±100 for the full control effect; nearly all actives have a fitted effect of over 20% in size
# Target sequence (P02791 2-175 limits assumed): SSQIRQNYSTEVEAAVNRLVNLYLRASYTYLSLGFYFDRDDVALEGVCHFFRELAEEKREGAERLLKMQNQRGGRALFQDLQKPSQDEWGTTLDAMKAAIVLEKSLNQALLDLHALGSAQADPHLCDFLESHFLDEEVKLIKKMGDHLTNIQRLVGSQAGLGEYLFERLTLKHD
#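 Horse-spleen apoferritin (10 uM) in 50% saturated 1-aminoanthracene in PBS was incubated 10 min at room temperature with compound. Fluorescence (ex 380, em 535 nm) was normalized to free and bound 1-AMA, with concentration-response fitted by a four-parameter Hill equation.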
# APEX1 inh: qHTS Assay for Inhibitors of the Human Apurinic/apyrimidinic Endonuclease 1 (APE1). recombinant APE1, TAMRA/BHQ-2 abasic DNA cleavage fluorescence. 350,000 tested, 0.35% active. AID 2517, 2012. Potency, µM (doses to about 65.8 µM), for the others: top-dose activity change, negative = inhibition, most hits filed as inhibitors;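 also: potency is read from the fitted curve at half-maximal effect; plate controls were vehicle for no effect and reference inhibitor for full effect; nearly all actives have a fitted effect of over 55% in size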
# Target sequence (P27695 whole entry, looked up): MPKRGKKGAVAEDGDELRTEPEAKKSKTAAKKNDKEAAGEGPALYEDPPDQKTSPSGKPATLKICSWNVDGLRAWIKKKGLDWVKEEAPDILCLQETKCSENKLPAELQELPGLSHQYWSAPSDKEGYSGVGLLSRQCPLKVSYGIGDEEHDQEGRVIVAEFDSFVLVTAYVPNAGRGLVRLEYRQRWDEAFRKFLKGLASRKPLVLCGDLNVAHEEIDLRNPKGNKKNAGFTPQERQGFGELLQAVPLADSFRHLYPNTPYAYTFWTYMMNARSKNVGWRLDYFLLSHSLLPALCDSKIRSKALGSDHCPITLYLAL
#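 Endonuclease cleavage of a quenched abasic-site DNA duplex (50 nM) by APE1 (0.75 nM) was tracked by TAMRA dequenching. Compounds were preincubated with enzyme 15 min at room temperature; data normalized to buffer-only and DMSO wells plus NSC13755 control.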
# RGS4 inh: Inhibitors of Regulator of G Protein Signaling (RGS) 4: qHTS; Regulator of G-protein signaling 4 (Homo sapiens), P49798; Transcreener GDP fluorescence polarization, RGS4-accelerated GTP hydrolysis; Potency, µM (doses to about 114 µM), for inactives: at the top dose activity change, negative = inhibition, usual class: inhibitors; 390,000 tested, 0.039% active; AID 504845, 2011; also: potency is read from the fitted curve at half-maximal effect; % is scaled to controls: 0 for no effect and ±100 for the full control effect; nearly all actives have a fitted effect of over 75% in size; some results filed as inactive show a strong effect at the top dose
# Target sequence (P49798 whole entry, looked up): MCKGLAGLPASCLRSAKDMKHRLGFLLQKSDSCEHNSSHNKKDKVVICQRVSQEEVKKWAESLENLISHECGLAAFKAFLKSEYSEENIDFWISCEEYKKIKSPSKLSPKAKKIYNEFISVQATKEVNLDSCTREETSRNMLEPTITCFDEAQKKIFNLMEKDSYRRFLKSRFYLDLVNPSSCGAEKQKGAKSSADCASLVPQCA
#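 MLSMR compounds (23 nl, pin-transferred) preincubated 10 min at room temperature with a 500nM (2x) first reagent, then RGS4 at 900nM (2x) plus Transcreener GDP mix added; fluorescence polarization (620/688 nm) read before and after 90 min at 30 °C.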
# Pol kappa inh: qHTS for Inhibitors of Polymerase Kappa | DNA polymerase kappa (Homo sapiens), Q9UBT6 | purified Pol kappa, fluorescent DNA synthesis assay, 10 min | Potency, µM (doses to about 107 µM), without a hit: at the highest dose activity, negative = inhibition, most hits filed as inhibitors | 400,000 tested, 0.53% active | AID 588579, 2011; also: potency is read from the fitted curve at half-maximal effect; % is scaled to controls: 0 for no effect and ±100 for the full control effect
#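 10 nM Pol kappa was preincubated with compounds for 15 min at room temperature. Reaction started with 50 nM (final) substrate. Fluorescence read kinetically at 0 and 10 min.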
# ERG Ets-DNA blk: qHTS for Small Molecule Inhibitors of the ERG Ets/DNA interaction; Transcriptional regulator ERG (Homo sapiens), P11308; fluorescence polarization, His-ERG Ets domain / labelled DNA; Potency, µM (doses to about 76.9 µM), without a hit: at the highest dose FP activity, negative = inhibition, hits mostly inhibitors; 370,000 tested, 0.028% active; AID 624246, 2012; active = well fitted inhibition curve with a large enough effect in the polarisation, with a control signal flat; inconclusive = small, poorly fitted or top-dose-only effect, or effect the other way, or a change in a side signal; inactive = no such curve, though single readings can be large or run the other way; the % refers to the polarisation;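 also: polarization taken with two DNA probes labelled with fluorescein and Texas red; potency is read from the fitted curve at half-maximal effect; % of control where 0% means no effect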
#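 His-tagged ERG Ets domain (1 uM in the protein solution; 300mM KCl, 50mM Tris-HCl, 1mM EDTA, 1mM DTT, pH 7.5) received compound, then a probe mix of 5 nM fluorescein-DNA and 100nM Texas-615-DNA. Fluorescence polarization was read for both dyes.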
# LDHA block: qHTS assay for inhibitors of human lactate dehydrogenase. AID 1347041, 2019. L-lactate dehydrogenase A chain (Homo sapiens), P00338. purified LDHA, NADH/diaphorase-resazurin fluorescence; active compounds read low. 480,000 tested, 0.15% active. activity change, % (values are at about 110 or 230 µM); in the data active = activity change below about -30%; inconclusive = mostly about -25% to -30%;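 also: plate controls were DMSO wells for no effect and wells without enzyme for full effect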
#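 LDH5 2 nM; NADH 0.06 mM, pyruvate 0.2 mM; 200 mM Tris pH 7.4, EDTA, Tween-20; 5 min RT. Detection: diaphorase 0.133 mg/mL + resazurin 37 µM, fluorescence ex540/em590 at 0 and 20 min; normalized to enzyme-free and DMSO wells.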
# POLB inh: qHTS Assay for Inhibitors of DNA Polymerase Beta; P06746; Pol beta primer extension/strand displacement, fluorescence kinetic; Potency, µM (doses to about 114 µM), inactives show at the highest dose activity change, negative = inhibition, actives largely listed as inhibitors; 340,000 tested, 1.3% active; also: potency is read from the fitted curve at half-maximal effect; % is scaled to controls: 0 for no effect and ±100 for the full control effect
#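 Curves were derived by four-parameter Hill fits of normalized qHTS data. The kinetic fluorescent primer-extension read was taken at 0 and 10 min after 50 nM substrate, following a 15 min room-temperature preincubation of 10 nM enzyme with compounds.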
# ALOX12 inh: Primary qHTS assay for inhibitors of human arachidonate 12S-lipoxygenase (ALOX12): Round 2 | Polyunsaturated fatty acid lipoxygenase ALOX12 (Homo sapiens), P18054 | purified 12hLO, xylenol orange hydroperoxide absorbance | Potency, µM (series often up to 108 µM), for inactives: top-dose activity change, negative = inhibition, hits mostly inhibitors | 580,000 tested, 1.1% active | AID 1671190, 2021; also: potency is read from the fitted curve at half-maximal effect; % is scaled to controls: 0 for no effect and ±100 for the full control effect
#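 Purified human 12hLO at 150 nM in 25 mM Hepes, 0.01% Triton X-100, pH 7.0, preincubated 15 min at room temperature with compound. Reaction started with 40 uM arachidonic acid, 30 min at room temperature. Hydroperoxide measured by Fe-xylenol orange, 573/405 nm absorbance ratio.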
# Starred values were filed as active, the others as inactive; ? = inconclusive; nt = not tested or not shown; & = joins results of further samples; [ ] = remark or other dose. Unless noted, calls follow the shape of the dose curve; as a rule, active = well fitted curve in the direction sought with a large enough effect; inconclusive = small, poorly fitted or top-dose-only effect, or another doubt; inactive = no such curve, though single readings can be large; an effect the other way counts as inactive or inconclusive. An excerpt; rates above refer to the full screens.
smiles,Pol eta inh,Apoferritin bind,APEX1 inh,RGS4 inh,Pol kappa inh,ERG Ets-DNA blk,LDHA block,POLB inh,ALOX12 inh
O=C(c1ccccc1)c1cnc(-c2ccc(Cl)cc2)s1,-11%,-8%,3%,-5%,-3%,-6%,0,20%,-19%
COc1ccc(NC(=O)c2cnn(-c3ccccc3)c2C)cc1OC,3%,-4%,-1%,0%,3%,5%,-3,2%,0%
CN(c1ccc(C(=O)NCCc2ccccc2)cc1)S(C)(=O)=O,-16%,-6%,3%,1%,-1%,-7%,-2,20%,5%
N#CCN1C(=O)NC2(CCCc3sccc32)C1=O (centres undefined),-1%,-5%,12%,-5%,-28%,5%,1,1%,7%
COc1cc(C2SC[C@H]3C(=O)N(c4ccccc4)C(=O)N23)cc(OC)c1OC (some centres undefined),-7%,1%,nt,16%,-26%,0%,-6,19%,-3%
CC(c1nnc(SCn2nnc3ccccc3c2=O)n1-c1ccc(Cl)cc1)N(C)C (centres undefined),0%,-15%,1%,9%,-12%,nt,-2,18%,8%
COc1ccc([C@@H]2CC=C(C(=O)O)[C@H](c3cccc(Cl)c3)N2S(=O)(=O)c2ccc(C)cc2)cc1OC,-19%,nt,25%,-11%,-4%,-3%,-4,nt,?
COC(=O)N[C@H](CC(C)=O)c1cccc(C(F)(F)F)c1,-6%,-10%,0%,4%,2%,4%,1,1%,2%
COc1ccc(C)cc1S(=O)(=O)N1CCC2(CC1)OCCN2S(=O)(=O)c1cccs1,-6%,nt,-11%,21%,-5%,0%,-8,nt,?
O=C(NC1CCCCC1)NC1CC2CCC(C1)N2Cc1nnnn1Cc1ccc2c(c1)OCO2 (centres undefined),-23%,-11%,11%,-7%,-3%,0%,5,21%,-3%
O=C(Nc1ccon1)c1cccc(Cl)c1,-4%,-18%,3%,46%,-9%,2%,-10,0%,29%
Cc1sc(NC(=O)CSc2nnnn2C2CCCC2)c(C#N)c1C,-9%,-14%,4%,13%,-3%,nt,-9,25%,5%
CC(C)c1nnc(NC(=O)CCC(=O)NCC2CCCO2)s1 (centres undefined),-15%,-12%,-3%,-18%,-9%,1%,-4,6%,-21%
O=C(Cn1c(=O)c2cccn2c2cccnc21)NCCCN1CCN(c2ccc(F)cc2)CC1,6%,-9%,12%,12%,6%,-6%,3,12%,-10%
CC(=O)OCC(=O)C1(O)CCC2C3CCC4=CC(=O)CCC4(C)C3C(O)CC21C (centres undefined),-12%,nt,nt,-11%,0%,-7%,-6,nt,2%
COc1ccc(Cc2c(N)nc(N)nc2N)cc1,-18%,-5%,1%,9%,-1%,6%,-2,9%,-3%
O=C(NCCCN1CCOCC1)c1cc(-c2ccccc2F)no1,-12%,-10%,10%,-13%,12%,3%,-2,10%,-7%
CCOC(=O)c1c(-c2ccc(OC)c(OC)c2)csc1NC(=O)C1CCCO1 (centres undefined),-26%,-1%,3%,-25%,-4%,0%,-2,-2%,-10%
CCC(Cc1ccccc1)NC(=O)c1cccc(Nc2nc3ccccc3nc2-n2nc(C)cc2C)c1 (centres undefined),-6%,5%,nt,24%,16%,1%,4,-4%,3%
CC(Oc1ccccc1)C(=O)Nc1cccc([N+](=O)[O-])c1 (centres undefined),-11%,?,2%,-14%,-10%,-10%,-2,-14%,?
CCOC(=O)c1c(C)oc2ccc(NS(=O)(=O)c3ccc(C(=O)O)cc3)cc12,?,-11%,4%,7%,-17%,15%,5,?,-6%
O=C(COc1ccccc1F)Nc1ccccc1C(=O)NC1CC1,-17%,nt,16%,-11%,16%,0%,0,nt,428%[activator]
CCCn1c(SC(C)C(=O)O)nc2ccccc21 (centres undefined),-14%,-4%,19%,-8%,-9%,3%,1,14%,nt
CCOc1ccc(N2C(=O)C3ON(c4ccccc4)C(c4ccco4)C3C2=O)cc1 (centres undefined),-15%,-17%,1%,-11%,-23%,-3%,6,-1%,9%
CCC1CO/C(=C(\C(=C(Cl)Cl)N2CCOCC2)[N+](=O)[O-])N1 (centres undefined),0%,-2%,6%,0%,-6%,-9%,-3,16%,-1%
COc1ccccc1NC(=O)COC(=O)C12CC3CC(CC(Cl)(C3)C1)C2,-26%,-13%,-2%,-1%,-5%,0%,-1,-1%,0%
CC(C)(C)NC(=O)NC(=O)COC(=O)c1nc(-c2ccccc2)n(-c2cccc(C(F)(F)F)c2)n1,-15%,?,7%,16%,-9%[60.1 µM],13%,-2,-3%,-10%
COc1cccc(OCc2nnc(SCc3cc(=O)[nH]c4ccccc34)o2)c1,-12%,?,-1%,?,-18%,5%,-10,26%,-38%
Cc1nnc(-c2ccc(N3CCCCCC3)c([N+](=O)[O-])c2)o1,-3%,-3%,2%,30%,0%,-4%,-6,14%,0%
CSC1=C(C#N)C(CC(C)C)C(C(C)=O)=C(C)N1 (centres undefined),-14%,-19%,3%,18%,-9%,-1%,-3,38%,0%

# Entries listed so far with a furan ring, fused or not:
smiles,Pol eta inh,Apoferritin bind,APEX1 inh,RGS4 inh,Pol kappa inh,ERG Ets-DNA blk,LDHA block,POLB inh,ALOX12 inh
CCOC(=O)c1c(C)oc2ccc(NS(=O)(=O)c3ccc(C(=O)O)cc3)cc12,?,-11%,4%,7%,-17%,15%,5,?,-6%
CCOc1ccc(N2C(=O)C3ON(c4ccccc4)C(c4ccco4)C3C2=O)cc1 (centres undefined),-15%,-17%,1%,-11%,-23%,-3%,6,-1%,9%

# Entries from the list above that have two or more sulfur atoms (two):
smiles,Pol eta inh,Apoferritin bind,APEX1 inh,RGS4 inh,Pol kappa inh,ERG Ets-DNA blk,LDHA block,POLB inh,ALOX12 inh
COc1ccc(C)cc1S(=O)(=O)N1CCC2(CC1)OCCN2S(=O)(=O)c1cccs1,-6%,nt,-11%,21%,-5%,0%,-8,nt,?
Cc1sc(NC(=O)CSc2nnnn2C2CCCC2)c(C#N)c1C,-9%,-14%,4%,13%,-3%,nt,-9,25%,5%

# Continuation:
smiles,Pol eta inh,Apoferritin bind,APEX1 inh,RGS4 inh,Pol kappa inh,ERG Ets-DNA blk,LDHA block,POLB inh,ALOX12 inh
Cn1c(N)c(C(=O)CSc2nc3ccccc3n2-c2ccccc2)c(=O)n(C)c1=O,?,-11%,0%,9%,-18%,6%,1,-3%,82%[activator]
Cc1cccc(N2CCN(C(=O)COc3ccc4c(c3)CCC4)CC2)c1C,-18%,-3%,-4%,0%,-25%,1%,0,11%[57.1 µM],15%
COc1cccc(-n2c(=S)sc3c(=O)n(-c4ccccc4OC)c(SCC4OCCO4)nc32)c1,-17%,-3%,28%,-37%,3%,-4%,-1,1%,0%
O=C(CC1C(=O)NCCN1C/C=C/c1ccccc1)NCCCC1CCCC1 (centres undefined),-4%,?,-1%,17%,1%,2%,-3,5%,-3%
Cc1onc(NC(=O)NC(=O)c2c(Cl)cccc2Cl)c1Br,-8%,-14%,1%,-4%,-4%,1%,-6,17%,?
CC1(c2ccc(Cl)cc2)NC(=O)N(CC(=O)Nc2ccc(N3CCCCC3)cc2)C1=O (centres undefined),1%,nt,-3%,-10%,-13%,-1%,-6,nt,?
Cc1c(NC(=O)Cn2nc(C(=O)O)c3ccccc3c2=O)c(=O)n(-c2ccccc2)n1C,-9%,-2%,-1%,34%,-16%,0%,-1,-19%,125%[activator]
COc1ccc(OCC(=O)OCC(=O)N2CC(=O)Nc3ccccc32)cc1,-9%,1%,-6%,10%,-7%,-14%,-4,-10%,1%
COCCCNC(=O)c1cc2c(=O)n3cccc(C)c3nc2s1,-7%&0%,32%&-2%[activator],9%,6%&-12%,-16%&-5%,-5%&-6%,-3&-2,97%&-4%,?

# Three entries from above, ordered by the number in ERG Ets-DNA blk, high to low:
SMILES	ERG Ets-DNA blk
Cn1c(N)c(C(=O)CSc2nc3ccccc3n2-c2ccccc2)c(=O)n(C)c1=O	6%
Cc1onc(NC(=O)NC(=O)c2c(Cl)cccc2Cl)c1Br	1%
Cc1c(NC(=O)Cn2nc(C(=O)O)c3ccccc3c2=O)c(=O)n(-c2ccccc2)n1C	0%
